Screening results (PubChem BioAssay)
RXFP1 antag – antagonists of human relaxin receptor RXFP1; Q9HBX9; HEK293-RXFP1, relaxin-stimulated cAMP HTRF, 30 min; hits give low values; activity change, negative = inhibition, % at 57.5 µM; hit rate 0.59% among 350,000; AID 1259400;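 active = activity change of -60% or lower, but not beyond a set lower limit; inconclusive = change between -60% and -40%, or beyond the set limit; inactive = change above -40%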; also: % is scaled to controls: 0 for no effect and ±100 for the full control effect
Target sequence (Q9HBX9 whole entry, looked up): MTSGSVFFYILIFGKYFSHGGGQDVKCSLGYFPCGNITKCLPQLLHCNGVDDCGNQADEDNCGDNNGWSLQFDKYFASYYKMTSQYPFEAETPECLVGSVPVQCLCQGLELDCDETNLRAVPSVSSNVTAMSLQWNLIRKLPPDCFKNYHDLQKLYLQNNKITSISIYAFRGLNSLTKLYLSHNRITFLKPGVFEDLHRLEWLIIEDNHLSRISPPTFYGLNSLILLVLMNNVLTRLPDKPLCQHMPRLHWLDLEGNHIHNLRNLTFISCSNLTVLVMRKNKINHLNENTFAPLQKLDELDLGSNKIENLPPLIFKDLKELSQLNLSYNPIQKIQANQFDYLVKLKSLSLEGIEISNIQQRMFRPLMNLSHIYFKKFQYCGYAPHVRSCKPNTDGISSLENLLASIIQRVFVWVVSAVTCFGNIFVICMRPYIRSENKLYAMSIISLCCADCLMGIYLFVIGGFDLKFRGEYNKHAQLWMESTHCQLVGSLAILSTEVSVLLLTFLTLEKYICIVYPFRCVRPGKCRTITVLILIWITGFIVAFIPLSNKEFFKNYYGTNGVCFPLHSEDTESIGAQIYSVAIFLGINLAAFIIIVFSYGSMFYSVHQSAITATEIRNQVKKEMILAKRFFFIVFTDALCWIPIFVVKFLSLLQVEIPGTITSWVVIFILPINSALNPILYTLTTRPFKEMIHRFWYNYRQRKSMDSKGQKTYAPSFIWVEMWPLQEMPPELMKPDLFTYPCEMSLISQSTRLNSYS
Pol eta inh – blocks human DNA polymerase eta activity; Q9Y253; Potency, µM (top dose mostly 114 µM), for the others: at the top dose activity change, negative = inhibition, actives largely listed as inhibitors; hit rate 1.2% among 390,000; recombinant Pol eta, fluorescent DNA replication assay; also: potency is read from the fitted curve at half-maximal effect; % is scaled to controls: 0 for no effect and ±100 for the full control effect
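Fluorescent replication assay: 50 nM final substrate added after a 15 min room-temperature compound preincubation with 10 nM enzyme. Signal taken at 0 min and again at 10 min.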
Tb PGK inh – blocks T. brucei phosphoglycerate kinase; PGK/GAPDH coupled, Kinase-Glo luminescence, 60 min; Potency, µM (top dose mostly 57.5 µM), inactives show at the top dose activity change, negative = inhibition, actives largely listed as inhibitors; hit rate 0.043% among 380,000; AID 602233; also: potency is read from the fitted curve at half-maximal effect; % is scaled to controls: 0 for no effect and ±100 for the full control effect; nearly all actives have a fitted effect of over 60% in size
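Luminescent ATP detection (Kinase-Glo Plus) follows a 60-minute room-temperature incubation, with wells lacking PGK as controls. Buffer: 100 mM TEA (pH 7.6), 5 mM MgCl2, 0.01% Tween-20. Coupling enzyme GAPDH (100 nM final) supplies unstable 1,3-BPG in-well.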
POLI inh – blocks human DNA polymerase iota activity | Potency, µM (titrated, usually from 115 µM), for inactives: at the highest dose activity, negative = inhibition, hits mostly inhibitors | hit rate 1% among 390,000 | Pol iota fluorescent replication assay, 10 min; also: potency is read from the fitted curve at half-maximal effect
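Pol iota at 10 nM preincubated 15 min with compounds at room temperature; reaction started with fluorescent substrate, 50 nM final. Fluorescence read kinetically at 0 and 10 min; buffer-only wells as negative control.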
Anesthetic bind – candidate novel general anesthetic via apoferritin binding | P02791 | apoferritin/1-aminoanthracene competitive binding, fluorescence | Potency, µM (highest dose often 77.5 µM), inactives show at the highest dose activity change, negative = displacement, most hits filed as inhibitors | hit rate 0.074% among 350,000 | AID 485281; also: potency is read from the fitted curve at half-maximal effect; % is scaled to controls: 0 for no effect and ±100 for the full control effect; nearly all actives have a fitted effect of over 20% in size
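In PBS, apoferritin at 10 uM is loaded with 1-AMA from a 50% saturated solution. After 10 min of compound exposure at ambient temperature, reduced 535 nm fluorescence indicates probe displacement.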
POLB inh – inhibitors of human DNA polymerase beta; Pol beta primer extension/strand displacement, fluorescence kinetic; hit rate 1.3% among 340,000; Potency, µM (top dose mostly 114 µM), for inactives: at the highest dose activity change, negative = inhibition, actives largely listed as inhibitors; P06746; also: potency is read from the fitted curve at half-maximal effect; % is scaled to controls: 0 for no effect and ±100 for the full control effect
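Preincubation: enzyme (10 nM) with compound, 15 min, RT. Reaction: substrate added to 50 nM final. Reads: 0 and 10 min. Analysis: normalized, Hill fit.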
Pol kappa inh – inhibitors of human DNA polymerase kappa; AID 588579; hit rate 0.53% among 400,000; purified Pol kappa, fluorescent DNA synthesis assay, 10 min; Potency, µM (titrated, usually from 107 µM), for inactives: at the highest dose activity, negative = inhibition, most hits filed as inhibitors; also: potency is read from the fitted curve at half-maximal effect; % is scaled to controls: 0 for no effect and ±100 for the full control effect
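Pol kappa 10 nM + cpd, 15 min RT; start w/ substrate 50 nM final; fluorescence kinetic read, 0 and 10 min. Neg ctrl: buffer, no enzyme.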
BLM helicase inh – Bloom syndrome helicase (human) inhibition; P54132; recombinant BLM DNA unwinding, fluorescence dequenching; Potency, µM (series often up to 56.1 µM), without a hit: top-dose activity change, negative = inhibition, usual class: inhibitors; hit rate 0.2% among 350,000; AID 2528;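 also: potency is read from the fitted curve at half-maximal effect; plate controls were vehicle for no effect and no enzyme for full effect; nearly all actives have a fitted effect of over 35% in size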
APE1 inh – APE1 (human) endonuclease inhibition. recombinant APE1, TAMRA/BHQ-2 abasic DNA cleavage fluorescence. Potency, µM (doses to about 65.8 µM), without a hit: top-dose activity change, negative = inhibition, hits mostly inhibitors. P27695. hit rate 0.35% among 350,000;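 also: potency is read from the fitted curve at half-maximal effect; plate controls were vehicle for no effect and reference inhibitor for full effect; nearly all actives have a fitted effect of over 55% in size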
Target sequence (P27695 whole entry, looked up): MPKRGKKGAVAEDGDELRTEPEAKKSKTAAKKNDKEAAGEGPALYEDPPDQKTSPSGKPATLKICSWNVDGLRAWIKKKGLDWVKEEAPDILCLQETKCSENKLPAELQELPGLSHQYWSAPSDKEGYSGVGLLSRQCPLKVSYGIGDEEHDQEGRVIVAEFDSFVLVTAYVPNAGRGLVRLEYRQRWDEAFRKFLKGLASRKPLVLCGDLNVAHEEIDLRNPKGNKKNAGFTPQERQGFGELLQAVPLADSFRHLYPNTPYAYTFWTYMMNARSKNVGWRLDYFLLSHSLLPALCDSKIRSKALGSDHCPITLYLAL
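Compound pre-exposure to 0.75 nM APE1, 15 min at ambient temperature. Reaction initiated with 50 nM TAMRA/BHQ-2 THF substrate, read immediately in kinetic mode, 525 nm excitation, 598 nm emission.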
* hit, by the source's call; i = inactive; ? = inconclusive; · = no result given; & = joins results of further samples; [ ] = another dose, or the depositor's remark. Unless noted, calls follow the shape of the dose curve; as a rule, active = well fitted curve in the direction sought with a large enough effect; inconclusive = small, poorly fitted or top-dose-only effect, or another doubt; inactive = no such curve, though single readings can be large; an effect the other way counts as inactive or inconclusive. These rows are one share of the data, so the mix of outcomes need not match the whole.

mol	RXFP1 antag	Pol eta inh	Tb PGK inh	POLI inh	Anesthetic bind	POLB inh	Pol kappa inh	BLM helicase inh	APE1 inh
CCC(=O)N1CCN(c2ccccc2NC(=O)COc2cccc(C)c2)CC1	1	-1%	0%	-18%	4%	-25%	-10%	-2%	0%
COc1cccc(NS(=O)(=O)c2ccc(S(=O)(=O)N3CCCC3)cc2)c1	1	-11%	-2%	8%	·	·	12%	·	26%
COc1ccccc1NS(=O)(=O)c1cc(C(=O)N2CCCC2)ccc1F	-2	-7%	3%	110%[activator]	·	·	-3%	·	-8%
COCCNS(=O)(=O)c1cc2[nH]c3c(c2cc1C)C(=O)CC(C)(C)C3	4	-6%	i	12%	-9%	20%	-7%	-1%	-4%
CN1CCN(S(=O)(=O)c2ccc(NC(=S)NC(=O)C3CCCCC3)cc2)CC1	6	-11%	-1%	18%	?	-2%	-4%	-2%	-3%
CC1CN(C(=O)CN2C(=O)NC(C)(c3ccccc3)C2=O)CC(C)O1 (stereo not drawn)	8	-6%	-6%	2%	0%	?	-12%	0%	-5%
O=C(O)c1[nH]c2ccccc2c1C(c1c(F)cccc1Cl)c1c(C(=O)O)[nH]c2ccccc12	5	-3%	-8%	2%	2%	-29%	-27%	-7%	-10%
CC(C)(C)NC(=O)COC(=O)c1ccc(O)cc1	6	-14%	-4%	7%	-12%	12%	6%	3%	2%
Cc1cccc(OCCCC(=O)NCCc2ccccc2)c1	-4	-20%	1%	25%	-13%	-1%	-11%	-3%	2%
O=C(Nc1nc(-c2ccc3ccccc3c2)cs1)C1CCN(S(=O)(=O)c2cccs2)CC1	-2	-12%	17%	5%	1%	-26%	-17%	-1%	-2%
Cc1ccnc(NC(=O)c2ccc(Cl)c(S(=O)(=O)N3CCCC3)c2)c1	14	-18%	-9%	13%	·	·	-8%	·	-3%
CCCC(=O)Oc1c(S(=O)(=O)c2ccc(C)cc2)c(C)nn1C(C)(C)C	-23	-17%	-6%	-23%	30%	-13%	10%	-13%	-3%
COc1ccc(NC(=O)c2cnc(SC)nc2C)c(OC)c1	-18	-16%	-2%	4%	-6%	37%	2%	-2%	-17%
Cc1ccccc1CC(=O)N1CCCC1	11	1%	i	-10%	-9%	-1%	-8%	0%	42%
COc1ccc(S(=O)(=O)Nc2cccc3c2O[C@H](CN(C)C(=O)Nc2ccc4c(c2)OCO4)[C@@H](C)CN([C@H](C)CO)C3=O)cc1	·	-9%	-14%	?	·	·	-22%	·	4%
Cc1ccc(-n2ncc3c(NNC(=O)c4ccco4)ncnc32)cc1Cl	-20	-14%	-7%	-4%	-2%	-2%	8%	-3%	5%
NC(=O)CC(NC(=O)Cc1ccc(Br)cc1)c1ccc(NCc2ccccn2)c([N+](=O)[O-])c1 (stereo not drawn)	·	-5%	0%	?	-4%	30%	-12%	0%	9%
CCN(CC)c1cc(C(F)(F)F)nc(-c2ccccn2)n1	-11	-5%	3%	13%	?	1%	-16%	1%	-2%
CSCC[C@H](NC(=O)c1cccc(S(=O)(=O)N2CCN(C)CC2)c1)c1nc2ccccc2[nH]1	-6	-13%	-15%	?	·	·	-3%	·	-45%
Cn1c(C2CCCCC2)nc2c1c(=O)[nH]c(=O)n2Cc1ccccc1	1	-23%	-1%	33%[activator]	?	-2%	3%	-5%	-7%
Cc1cc(C)c2nc(NC(=O)c3cccc(S(=O)(=O)N4CCc5ccccc54)c3)sc2c1	-6	-21%	7%	142%[activator]	-1%	2%	-2%	6%	2%
Clc1ccc(-c2ccc(C=Nc3ccc(N4CCOCC4)cc3)o2)c(Cl)c1	7	?	-2%	-5%	?	18%	5%	-6%	-7%
COc1ccc(-c2c(C)nn3c(N4CCN(c5ccccc5F)CC4)cc(C)nc23)cc1OC	·	0%	-9%	8%	1%	5%	-11%	-14%	·
CCc1cc(C(=O)Nc2cc(S(=O)(=O)N(CC)CC)ccc2N2CCOCC2)sc1C	-12	-2%	-12%	13%	·	·	-7%	·	-11%
Cc1nc(C)c(C(=O)C2=C(O)C(=O)N(CCCn3ccnc3)C2c2ccc(Cl)cc2)s1 (stereo not drawn)	4	-14%	-10%	-5%	-18%	23%	-9%	0%	0%
CN(C)C(=O)NC1CCCCCCC1	·	·	·	·	-11%	·	12%[60.1 µM]	3%	-3%
CCCc1cc(=O)[nH]c(SCC(=O)N(CC)Cc2ccccc2)n1	-1	-8%	0%	-6%	-14%	14%	-10%	1%	-2%
CCC(c1nnnn1C(C)(C)C)N1CCN(Cc2ccccc2OC)CC1 (stereo not drawn)	12	-5%	-2%	?	-5%	0%	-7%	3%	-6%
Cc1coc2c(C)c3oc(=O)c(CCC(=O)N4CCCCC4)c(C)c3cc12	6	-6%	i	16%	-20%	6%	-6%	-12%	·
O=C(Nc1ccc(OC(F)(F)F)cc1)NC1COc2ccccc2C1 (stereo not drawn)	-14	-4%	i	-3%	17%	-3%	-5%[60.1 µM]	-6%	·
COc1cc2c(cc1OC)C(c1ccccc1Cl)N(C)CC2 (stereo not drawn)	-2	-2%	-4%	4%	0%	2%	4%	-4%	19%
Cc1cc(C)c2nc(NC(=O)C3CSC4(C)CCC(=O)N34)sc2c1 (stereo not drawn)	-20	-8%	i	7%	·	·	11%	·	-5%
S=C(NCc1ccco1)N1CCN(c2cccc(Cl)c2)CC1	-5	-7%	1%	-29%	-22%	20%	-15%	-19%	-1%
CC(=O)Nc1ccc(NC(=O)Cn2nc(C(=O)Nc3ccc(C)cc3)ccc2=O)cc1	0&-4	-13%&-20%	2%&-2%	?	-8%&-2%	-1%&5%	6%&-3%	-4%&-5%	16%
CCOc1ccccc1Nc1nnc(SCC(=O)N2CCCC2)s1	-4	-3%	-1%	15%	-4%	-1%	-2%	2%	1%
Cc1nn(CCCC(=O)Nc2ccccc2C(F)(F)F)c(=O)c2nn(-c3ccccc3)c(C)c12	1	-16%	-4%	4%	-7%	0%	0%	0%	·
CCc1nnc(NC(=O)CSc2nc3cc4c(cc3cc2C)OCCO4)s1	-13	0%	-11%	2%	-18%	12%	-1%	-4%	-9%
Cc1cc(Cl)ccc1OCCCC(=O)NNC(=O)c1ccccc1O	-13	-16%	0%	27%	·	·	0%	·	42%
COCCNc1nc2nonc2nc1N(C)Cc1ccc(C)cc1	6	-18%	-3%	46%[activator]	-11%	0%	-15%	-5%	-1%
COc1ccc(C2CC(c3ccccc3)=NN2C(=O)COC(=O)c2cccc(O)c2)cc1 (stereo not drawn)	-31	-20%	-7%	35%[activator]	·	·	-8%	·	-27%
Cc1ccc(NC(=O)Nc2sc(=S)n(C)c2C)cc1	-2	-13%	-1%	5%	-18%	20%	-14%	-1%	2%
CCOc1ccc(CCNC(=O)CCS(=O)(=O)c2ccc(OC)cc2)cc1OCC	14	?	i	-10%	-13%	?	-17%	-4%	4%
CCOCc1nnc(NC(=O)CCc2ccccc2)s1	-1	4%	-7%	-12%[58.9 µM]	-1%	1%	-12%	-4%	5%
CC(C)(N=NC(C)(C)C(=N)N)C(=N)N	·	·	·	·	-1%	·	-7%[60.1 µM]	-8%	1%
Cc1nnc(NC(=O)c2cccc(Br)c2)s1	-10	?	-9%	-12%	-2%	3%	-12%	-1%	-1%
Cc1ccn2c(Nc3ccc4c(c3)OCCO4)c(-c3ccc(C)o3)nc2c1	17	-4%	i	7%	32%[activator]	-16%	-4%	-12%	·
COc1ccc(C(CC(=O)N2CCCCC2)c2c(OC)cc(OC)c3c(-c4ccccc4)cc(=O)oc23)cc1 (stereo not drawn)	·	20µM*	?	71µM*	-8%	25µM*	50µM*	-27%	25µM*
O=C(/C=C/c1ccco1)c1cccnc1	6	14µM*	-7%	?	-9%	-25%	?	-10%	9%

Part of the list above in a different format.
CCOc1ccc(CCNC(=O)CCS(=O)(=O)c2ccc(OC)cc2)cc1OCC
- RXFP1 antag: 14
- Pol eta inh: ?
- Tb PGK inh: i
- POLI inh: -10%
- Anesthetic bind: -13%
- POLB inh: ?
- Pol kappa inh: -17%
- BLM helicase inh: -4%
- APE1 inh: 4%
CCOCc1nnc(NC(=O)CCc2ccccc2)s1
- RXFP1 antag: -1
- Pol eta inh: 4%
- Tb PGK inh: -7%
- POLI inh: -12%[58.9 µM]
- Anesthetic bind: -1%
- POLB inh: 1%
- Pol kappa inh: -12%
- BLM helicase inh: -4%
- APE1 inh: 5%

Carrying on.
mol	RXFP1 antag	Pol eta inh	Tb PGK inh	POLI inh	Anesthetic bind	POLB inh	Pol kappa inh	BLM helicase inh	APE1 inh
CCOC(=O)C(CCCOc1cccc(OC)c1)C(=O)OCC	-29	-4%	-4%	-12%[58.9 µM]	-1%	-7%	-7%	-5%	3%
O=C(Nc1ccn(Cc2c(F)c(F)cc(F)c2F)n1)c1ccc(COc2ccc(Cl)cc2Cl)o1	-3	-12%	i	29%	9%	-6%	2%	-8%	-5%
Cc1ccc(-c2nc3ccccc3[nH]2)cc1NC(=O)COc1ccc(Cl)cc1Cl	-17	-10%	10%	-25%	34%[activator]	20%	-6%	5%	·
COCCCN=C1NN=C(c2cc(C)n(-c3ccccc3)c2C)CS1	-5	-3%	i	51%[activator]	-3%	1%	5%	-2%	6%
Cc1cccc(N(Cc2cc3ccccc3[nH]c2=O)S(C)(=O)=O)c1	2	-8%	1%	44%[activator]	-14%	2%	-15%	-8%	19%
CCOC(=O)C1CCN(S(=O)(=O)Cc2ccccc2)CC1	7	-6%	-5%	31%[activator]	-17%	4%	-8%	1%	-11%
Cn1c(SCC(=O)NCc2ccc3c(c2)OCO3)nc2scc(-c3cccs3)c2c1=O	7	5%	5%	-7%	-17%	?	-15%	-8%	5%
COc1ccc(Cn2c(S(=O)(=O)CC(N)=O)nc3ccccc32)cc1[N+](=O)[O-]	·	·	·	·	-12%	14%	·	-4%	-4%
CN(C)CCCNC(=O)C(=O)NCC1OCCN1S(=O)(=O)c1cccs1 (stereo not drawn)	5	-5%	i	38%[activator]	2%	15%	-4%	-11%	10%
Clc1cccc(N2CCN(c3nc4ccccc4n4nnnc34)CC2)c1	-10	·	·	21%	-5%	13%	2%	-3%	·
